MT stabilizer: stabilizes microtubules in HeLa cells | % tubulin-high responders, % at 10 µM | AID 2205 | 200,000 compounds, 0.83% hits | HeLa tubulin immunostaining HCS, 24 h; share of cells brighter than vehicle mean+2SD;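 active = plate Z-score above 3 for both tubulin-high and condensed-nucleus cell shares, with cell loss under 80%, at 10 µM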;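 also: anti alpha tubulin signal scored within the nucleus-defined area of each cell; some results filed as inactive read as strong as hits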
PhoP inhibition: inhibitors of PhoP regulon expression, primary screen, Salmonella Typhimurium, GFP reporter (AID 1863); S. Typhimurium PhoP-regulated promoter GFP reporter, 4 h; higher % means a stronger effect; inhibition, % at 50 µM; hits with a dose series show IC50 in µM; 300,000 compounds, 0.16% hits;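 active = inhibition over 29.93%, a cutoff 3 SD above the screen mean, later confirmed by dose response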;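 also: 0% = low Mg2+ inducing control and 100% = high Mg2+ repressing control; strong numbers were not always called active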
Ins promoter up: MIN6 insulin promoter up-regulation; AID 1625; 190,000 compounds, 0.3% hits; z-score at 5 µM; MIN6 insulin promoter-GFP reporter, high-content imaging; hits give high values;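 active = z-score above 3 at 5 µM with at least 500 cells counted in the well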
b-catenin transl: alters nuclear translocation of beta-catenin in HeLa cells; 190,000 compounds, 0.3% hits; nuclear translocation activity, % at 5 µM; immunofluorescence imaging;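 active = nuclear translocation activity above 50% at 5 µM, with a well cell count of 50 or more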;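 also: per-cell ratio of nuclear to cytoplasmic median beta-catenin stain intensity; plate controls were DMSO negative control for no effect and GSK-3 inhibitor IX positive control for full effect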
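Test system: human HeLa cell line; Doses: 5 µM primary, 0.02–20 µM confirmation; Incubation: 24 h compound exposure, 37°C; Detection: beta-catenin immunofluorescence imaging with DAPI; Read-out: beta-catenin nuclear/cytoplasmic ratio, % activation.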
Autophagy HCS: autophagy modulation, high-content screen; MEF GFP-LC3 puncta imaging; test concentration mostly 10 µM; calls only at 10 µM (by protocol); 190,000 compounds, 0.98% hits; AID 463193;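 active = percentage of spot-positive cells more than 3 SD above its plate mean, without a fluorescence outlier flag or 80% toxicity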;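 also: spot-positive cell cutoff set from DMSO-treated cells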
Hep lipid drop: modulators of hepatic lipid droplet formation; AML12 mouse hepatocytes, oleate lipid droplets, BODIPY imaging; inhibition, % at 6.5 µM; 240,000 compounds, 0.4% hits;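 active = lipid droplet intensity inhibited by at least 50%, with more than 500 cells counted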
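Material – AML12 mouse liver cells · Also added – oleate loading, 100 µM · Compound dosing – 6.5 µM single-point dosing · Times – overnight treatment with compound plus oleate · Measured by – fluorescence imaging, 20x objective, two fields per well · Read-out – percent inhibition of filter-corrected integrated lipid droplet intensity per well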
T cell HTS: T cell immune modulation candidate; 2C CD8+ T cell-vesicle binding, flow cytometry; hits give low values; calls only at 7 µM; 330,000 compounds, 0.068% hits;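 active = response, share of CD8 T cells binding vesicles, and their 90th percentile fluorescence all below set limits, cut at about 80% in these data, passing the limit was not always enough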
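Read-out – percent CD8+ FL2 mean versus row control · System – murine 2C transgenic CD8+ T lymphocytes · Times – 1.5 h cell–vesicle binding at 37 °C, then 20 min icy labelling · Control set – naked vesicles low, QL9 vesicles with vehicle high · Detection – cytometric PE anti-B7-1 and Alexa647 anti-CD8 signals after 1% paraformaldehyde fixation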
Dynein cargo inh: blocks dynein driven cargo transport along microtubules | z-score, hits read low | 3617.4 mouse cells, GR-EGFP nuclear translocation imaging; test concentration mostly 20 µM; stimulated with dexamethasone, 1 µM; hits give low values | 220,000 compounds, 0.47% hits;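 active = plate z-score of nuclear minus cytoplasmic receptor signal below a set negative limit, without overly bright fluorescence or cell loss, cut at about -3.5 in these data, passing the limit was not always enough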;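 also: z-score of nuclear minus cytoplasmic ring GR-EGFP intensity difference per well; some compounds called inactive have numbers as strong as hits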
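Schedule: 48 h induction, then 1 h compound, then 30 min agonist, 37 °C. Buffer or medium: tetracycline-free induction medium containing charcoal-stripped FBS. Reagent: 1.0 µM final dexamethasone stimulus. Evaluation: nuclear versus cytoplasmic GR-EGFP signal, averaged per well. Signal: high-content fluorescence imaging after fixation.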
ER stress rescue: protection against thapsigargin-triggered cell killing – 384-well, CSM14.1, ATP luminescence, primary screen (AID 1222). CSM14.1 thapsigargin-induced death rescue, ATP luminescence; higher % means a stronger effect. cellular ATP content (survival), % at 20 µM; hits with a dose series show EC50 in µM. 190,000 tested, under 10 active;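 active = EC50 below 50 µM in the dose-response confirmation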;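 also: death triggered by thapsigargin at about 15 µM added after 2 h compound pretreatment; cell ATP read after overnight thapsigargin exposure of roughly 18 to 22 hours; normalized against plate controls of thapsigargin alone and 5% DMSO vehicle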
Dynein cargo inh cytoplasmic EGFP: also measured in Dynein cargo inh; calls as there; z-score; measured here: cytoplasmic GR-EGFP intensity; hits give high values
Dynein cargo inh nuclear GR-EGFP: also measured in Dynein cargo inh; calls as there; z-score; measured here: nuclear GR-EGFP intensity;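 lower value marks the stronger effect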
Dynein cargo inh cell count: recorded beside Dynein cargo inh, whose call it bears; z-score; measured here: cell count per field
Ins promoter up cell count: second read-out of Ins promoter up, no call of its own (marks repeat the call); cell count; measured here: cytotoxicity, nuclei count;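 total cells summed across four imaged fields per well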
Hep lipid drop cells 6.5 µM: further read-out of Hep lipid drop, marked with its call; cell count; measured here: cell count, cytotoxicity flag;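 cells counted across two imaged fields per well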
b-catenin transl cell count 5 µM: also measured in b-catenin transl; calls as there; cell count; measured here: cell count, cytotoxicity flag
T cell HTS vesicle-bound %: recorded beside T cell HTS, whose call it bears; double positive events, %; measured here: CD8+ vesicle-bound cell fraction;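 binding gate set so that unloaded-vesicle control wells show 10% double positive cells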
MT stabilizer Hoechst-high %: further read-out of MT stabilizer, marked with its call; % Hoechst-high responders; measured here: nuclear condensation Hoechst responders;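 share of cells brighter than vehicle mean plus two SD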
MT stabilizer cytotoxicity %: recorded beside MT stabilizer, whose call it bears; toxicity, %; measured here: cytotoxicity by cell density;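 0% = mean cell density of plate MIN control wells and 100% = no cells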
Autophagy HCS cell loss 18 h: also measured in Autophagy HCS; calls as there; toxicity, %; measured here: cell loss, nuclei count;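 cell loss after 18 h compound exposure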
Starred values were filed as active, the others as inactive; i = inactive; nt = no result given; + = active, no number.

SMILES	MT stabilizer	MT stabilizer Hoechst-high %	MT stabilizer cytotoxicity %	PhoP inhibition	Ins promoter up	Ins promoter up cell count	b-catenin transl	b-catenin transl cell count 5 µM	Autophagy HCS	Autophagy HCS cell loss 18 h	Hep lipid drop	Hep lipid drop cells 6.5 µM	T cell HTS	T cell HTS vesicle-bound %	Dynein cargo inh	Dynein cargo inh cytoplasmic EGFP	Dynein cargo inh nuclear GR-EGFP	Dynein cargo inh cell count	ER stress rescue
Cc1nc(NC(=O)COc2ccccc2)sc1C(=O)Nc1cccc(Cl)c1	2.8	1.4	7.6	-3%	-0.22	1325	0.6	1349	i	15	nt	nt	i	36	0.044	-0.21	0.56	-0.47	-1.6%
Cc1ccc(C2NC(=S)NC3=C2N2CCC3CC2)cc1 (stereo unspecified)	3.1	2.4	1.9	9%	0.33	1501	0.1	1465	i	-6	nt	nt	i	49	0.71	0.0017	0.81	-1.2	-1.3%
N#Cc1c(Nc2ccccc2)sc(C(=O)c2ccc(F)cc2)c1N	2.6	2.0	7.0	4%	0.41	1315	nt	nt	i	-12	2	740	i	61	0.44	-0.18	1	-0.99	1.5%
COc1cc2cc(C)nc(Cc3cccc4ccccc34)c2cc1OC	5.6	2.5	8.8	-1%	-0.69	1008	nt	nt	i	14	nt	nt	i	35	3.4	-0.31	2.3	0.41	0.9%
CC1(C)CC(=NOC(=O)c2ccccc2)CC(C)(C)N1O	2.3	1.3	4.9	11%	-0.22	1409	-1.1	775	i	17	-9	537	i	28	-0.64	-0.26	-0.44	1.8	-1.8%
CCOC(=O)c1ccc(-n2ccnc2)c(NC(=O)c2ccc(Cl)cc2)c1	3.2	2.8	9.4	4%	0.44	1303	nt	nt	i	-1	-23	690	i	47	1.1	-0.21	0.24	-1.4	1.0%
NC(=O)CC(NC(=O)Cc1cccc2ccccc12)c1ccc(N2CCN(c3ccc(F)cc3)CC2)c([N+](=O)[O-])c1 (stereo unspecified)	nt	nt	nt	5%	0.63	767	-0.2	1409	nt	nt	53*	670*	i	23	0.96	-0.53	0.82	-1.4	nt
C/C(=N\Nc1nc(-c2ccccc2O)nc2ccccc12)c1ccccc1	4.9	1.9	6.2	nt	-0.4	1430	-2.8	1034	i	-3	0	690	i	4	-0.57	0.014	0.14	1.1	-1.0%
O=C1CN(c2ccc(Cl)cc2)C(=O)CN1NC(=S)Nc1ccc(Cl)cc1	3.0	2.5	6.6	-4%	0.13	1590	4.0	1422	i	2	nt	nt	i	56	-0.4	-0.17	0.35	0.2	-1.7%
CC1C(c2ccccc2)C(C#N)(C#N)C2(C#N)C(=O)NC1(N)C2C (stereo unspecified)	0.8	1.2	7.8	3%	0.61	855	nt	nt	i	-5	-3	767	i	26	-0.51	-0.0046	-0.19	0.47	-0.7%
CCOC(=O)N1CCN(C(=O)c2ccccc2NC(=O)c2ccc(OC)cc2)CC1	5.1	1.7	2.9	-2%	nt	nt	-1.4	1047	i	-2	-2	655	i	60	-0.45	-0.28	-0.57	0.75	-0.2%
Cn1c(NC(=O)C[n+]2cc(-c3ccccc3)n3c2CCC3)cc(=O)n(C)c1=O	6.3	1.8	3.8	7%	-0.23	1600	-1.0	1141	i	-3	16	670	i	30	1.5	-0.23	0.55	-0.36	-2.4%
CN(c1ccccc1)S(=O)(=O)c1cccc(C(=O)NNC(=O)c2ccccc2)c1	4.3	1.5	12	4%	-0.17	1100	-1.7	1023	i	2	6	627	i	30	-0.14	-0.2	0.26	0.21	-1.5%
O=C(O)c1ccc2c3c(cccc13)C(=O)N(c1cccc3ccccc13)C2=O	2.0	2.1	4.5	12%	0.76	1636	1.9	1513	i	16	-2	691	i	28	0.0043	0.023	0.22	-1.5	-0.7%
CC(C)CC(=O)Nc1nnc(-c2ccco2)s1	0.8	1.4	6.8	17%	0.03	935	-5.8	1240	i	20	8	755	i	29	2.4	0.073	1.8	-1.9	-3.1%
CCC(=O)N1CCc2cc(S(=O)(=O)NC(Cc3ccccc3)C(=O)NC3CCCCC3C)ccc21 (stereo unspecified)	1.0	1.7	8.9	-7%	nt	nt	7.4	988	i	2	20	873	nt	nt	1.4	-0.14	0.66	-1.1	-2.8%
CCOc1cc2[nH]c(=S)n(CCN3CCCCC3C)c(=O)c2cc1OCC (stereo unspecified)	2.1	1.4	4.8	14%	-1.3	1099	-0.5	1373	i	1	nt	nt	i	21	-1.3	-0.19	-0.59	0.99	-0.8%
CC(=O)NC1(c2ccccc2)CCN(c2cc(C)nc(-c3ccccc3)n2)CC1	2.4	1.9	9.3	-5%	-0.45	1649	-0.5	869	i	3	-7	609	i	53	-0.61	-0.27	-0.52	0.85	2.5%
C/C(=N\NC(=O)CSc1nc2ccccc2[nH]1)c1ccncc1	4.3	1.1	6.9	-3%	0.05	1241	-0.7	1067	i	1	-3	730	i	37	-0.56	-0.36	-0.27	0.41	-1.1%
CCCC(=O)Nc1ccccc1-c1nnn(CC(=O)Nc2ccc(OCC)cc2)n1	4.7	3.5	7.7	-13%	nt	nt	-5.3	564	i	-4	9	742	i	24	0.95	-0.21	0.34	-1	-1.8%

Of the compounds above, these contain fluorine.
SMILES	MT stabilizer	MT stabilizer Hoechst-high %	MT stabilizer cytotoxicity %	PhoP inhibition	Ins promoter up	Ins promoter up cell count	b-catenin transl	b-catenin transl cell count 5 µM	Autophagy HCS	Autophagy HCS cell loss 18 h	Hep lipid drop	Hep lipid drop cells 6.5 µM	T cell HTS	T cell HTS vesicle-bound %	Dynein cargo inh	Dynein cargo inh cytoplasmic EGFP	Dynein cargo inh nuclear GR-EGFP	Dynein cargo inh cell count	ER stress rescue
N#Cc1c(Nc2ccccc2)sc(C(=O)c2ccc(F)cc2)c1N	2.6	2.0	7.0	4%	0.41	1315	nt	nt	i	-12	2	740	i	61	0.44	-0.18	1	-0.99	1.5%
NC(=O)CC(NC(=O)Cc1cccc2ccccc12)c1ccc(N2CCN(c3ccc(F)cc3)CC2)c([N+](=O)[O-])c1 (stereo unspecified)	nt	nt	nt	5%	0.63	767	-0.2	1409	nt	nt	53*	670*	i	23	0.96	-0.53	0.82	-1.4	nt

Further records follow.
SMILES	MT stabilizer	MT stabilizer Hoechst-high %	MT stabilizer cytotoxicity %	PhoP inhibition	Ins promoter up	Ins promoter up cell count	b-catenin transl	b-catenin transl cell count 5 µM	Autophagy HCS	Autophagy HCS cell loss 18 h	Hep lipid drop	Hep lipid drop cells 6.5 µM	T cell HTS	T cell HTS vesicle-bound %	Dynein cargo inh	Dynein cargo inh cytoplasmic EGFP	Dynein cargo inh nuclear GR-EGFP	Dynein cargo inh cell count	ER stress rescue
O=C(c1ccc(N2C(=O)C3CC=C(Cl)CC3C2=O)cc1)N1CCCCC1 (stereo unspecified)	3.5	1.9	8.4	8%	nt	nt	nt	nt	i	-4	-6	709	+	9.1*	-0.32	-0.22	-0.22	0.74	-0.6%
Cn1nccc1C(=O)N1CCc2c([nH]c3ccccc23)C1c1ccc(F)cc1 (stereo unspecified)	2.2	2.2	3.9	-11%	-0.29	1401	0.3	1068	i	1	-32	680	i	36	-0.69	-0.23	-0.51	0.72	0.8%
Cc1c(C(=O)O)sc2nc3n(c(=O)c12)CCC(C)CC3 (stereo unspecified)	3.5	2.0	0.4	6%	nt	nt	-1.1	1132	i	1	93*	716*	i	36	-1.7	-0.21	-1.1	1	-1.3%
NC(N)=NNC(=O)c1ccccc1Cl	4.7	4.1	4.9	-5%	0.26	1356	nt	nt	i	4	-8	691	i	32	-0.58	-0.28	-0.68	0.64	-1.6%
Cc1ccc(C(=O)C(OC(=O)c2cnccn2)c2ccccc2)cc1C (stereo unspecified)	2.7	2.7	7.8	6%	-0.31	1272	0.3	517	i	-22	2	738	i	40	-0.13	0.11	0.64	-0.17	-0.9%
COc1ccc(N=C(N)SCc2ccccn2)cc1	5.5	3.4	1.6	7%	-0.15	1212	0.2	540	i	4	-24	685	i	6	-0.25	-0.22	-0.35	-0.041	-1.0%
Cc1c(-c2nc(-c3ccc(C(F)(F)F)cc3)no2)n(C)oc1=O	nt	nt	nt	7%	-0.23	981	-0.6	1354	nt	nt	22	705	i	8	-0.44	-0.24	0.13	0.84	nt
CC(=O)C1=C(C)NC(SCC(=O)c2ccc(F)cc2)=C(C#N)C1c1ccco1 (stereo unspecified)	3.8	1.5	7.4	-5%	0.49	918	0.7	1142	i	2	nt	nt	i	23	-0.88	0.21	-0.28	0.86	3.4%
CCOC(=O)C1=C(C)Nc2ncnn2C1c1c[nH]c2ccccc12 (stereo unspecified)	1.5	1.5	14	-10%	1.8	868	nt	nt	i	-23	nt	nt	i	9	-0.0056	-0.11	0.28	0.45	-1.6%
Nn1c(SCCOc2ccc(Cl)cc2)nnc1-c1cccnc1	4.1	2.0	11	11%	-0.06	1562	-2.8	1067	i	-5	2	677	i	47	-0.73	-0.3	-0.15	1.3	-0.2%
CC(C)[C@H](CO)Nc1nc(NCc2ccc(S(N)(=O)=O)cc2)c2ncn(C(C)C)c2n1	nt	nt	nt	-7%	0.65	679	2.1	1266	nt	nt	-5	654	i	43	0.99	-0.77	0.57	-0.19	nt

Source: PubChem

Compounds were not picked by outcome; about 3% have a hit in one of these screens.
